Compound activity: PubChem, National Center for Advancing Translational Sciences (NCATS)
HT1080-NT tox – kills 2HG-producing HT-1080-NT fibrosarcoma cells | HT-1080-NT fibrosarcoma viability, CellTiter-Glo ATP luminescence, 48 h | Potency, µM (top dose mostly 46.1 µM), for the others: at the highest dose activity, negative = less viability, most hits filed as cytotoxic | 360,000 compounds, 1.6% hits | AID 686970;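 note: NT is the 2HG producing partner of a matched IDH1 knockdown line; potency is the fitted concentration of half-maximal effect; 0% = DMSO-treated cells and -100% = media-only wells without cells; nearly all actives have a fitted effect of over 55% in size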
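Fibrosarcoma NT cells, 750 per well in 5% FBS RPMI, were exposed to compound for 48 hours. Viability: CellTiter-Glo luminescence.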
KB-3-1 tox – KB-3-1 parental cell cytotoxicity; 400,000 compounds, 1.4% hits; KB-3-1 viability, CellTiter-Glo ATP luminescence, 72 h; Potency, µM (doses to about 46.1 µM), without a hit: at the highest dose activity change, negative = cytotoxic, hits mostly cytotoxic; note: potency is the fitted concentration of half-maximal effect; % is set by controls: 0 for no effect and ±100 for the full control effect; nearly all actives have a fitted effect of over 60% in size
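Parental KB-3-1 viability, qHTS format: 72 h compound exposure, 37 °C; CellTiter-Glo; media-only wells and DMSO plates as controls; concentration-effect fits on corrected data.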
KB-V1 cytotox – KB-V1 MDR subline cytotoxicity | KB-V1 MDR cells viability, CellTiter-Glo, 72 h | Potency, µM (doses to about 46.1 µM), for the others: top-dose activity change, negative = cytotoxicity, usual class: cytotoxic | 400,000 compounds, 3.4% hits; note: potency is the fitted concentration of half-maximal effect; % is set by controls: 0 for no effect and ±100 for the full control effect; nearly all actives have a fitted effect of over 60% in size
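KB-V1 cells (P-gp-expressing MDR subline of KB-3-1) in phenol-red-free DMEM with 10% FBS were exposed to library compounds over a concentration series for 72 h at 37 degrees C. Viability read by CellTiter-Glo luminescence; concentration-effect curves fitted after normalization.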
IL-1B inflam inh – inhibitors of inflammasome signaling (IL-1 beta secretion) | THP-1 LPS/ATP IL-1B secretion, AlphaLISA, 16 h; stronger effect = lower value | 360,000 compounds, 4.7% hits | activity change, % at 57.5 µM | AID 743279; in the data active = activity change below about -50%; inconclusive = mostly about -30% to -49%; note: % is set by controls: 0 for no effect and ±100 for the full control effect
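Secreted IL-1B measured by AlphaLISA bead assay after 16 h compound exposure of THP-1 cells; compounds (final up to 57.5 uM) added 1 h before LPS (250 ng/mL) and ATP (1.25 mM) stimulation; lower signal means less secretion.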
D3 ag – activates the human D3 dopamine receptor; max activation, %; D3R DiscoveRx beta-arrestin cells, luminescence, 90 min; 410,000 compounds, 0.58% hits; P35462; in the data active = max activation above about 30%; note: 0% is about no effect; mostly tested at two doses, the higher about 12 µM
Target sequence (P35462 whole entry, looked up): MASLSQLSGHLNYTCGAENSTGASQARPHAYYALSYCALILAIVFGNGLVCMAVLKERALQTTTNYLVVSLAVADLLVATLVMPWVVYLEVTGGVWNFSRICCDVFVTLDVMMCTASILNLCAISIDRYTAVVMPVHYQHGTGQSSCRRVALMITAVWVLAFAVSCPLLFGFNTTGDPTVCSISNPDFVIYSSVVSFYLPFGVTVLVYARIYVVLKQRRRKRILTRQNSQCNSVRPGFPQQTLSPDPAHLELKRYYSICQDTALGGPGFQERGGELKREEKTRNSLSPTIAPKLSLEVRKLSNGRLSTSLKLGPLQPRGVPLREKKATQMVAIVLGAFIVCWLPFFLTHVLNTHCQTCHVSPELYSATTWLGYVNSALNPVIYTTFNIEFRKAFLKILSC
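Cells at 1500/well, incubated overnight, then treated with pinned compounds (dopamine as control) for 90 min at 37 degrees C. DiscoveRx reagent added for 30 - 60 minutes at room temperature; luminescence read.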
HT1080 IDH1KD tx – kills HT-1080 cells with IDH1 knockdown; HT-1080 IDH1 knockdown viability, ATP luminescence, 48 h; Potency, µM (highest dose often 46.1 µM), inactives show at the top dose activity, negative = toxicity, usual class: cytotoxic; 360,000 compounds, 2% hits; AID 686971;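 note: potency is the fitted concentration of half-maximal effect; 0% = DMSO wells and -100% = cell-free medium wells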
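Using the IDH1-knockdown HT-1080 line run in the same batch and compound series as the NT line, viability after 48 h at 37 °C was determined by CellTiter-Glo luminescence and expressed as % activity.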
SW480 rerep – DNA re-replication induction in SW480 cells; SW480 DNA re-replication, Hoechst DNA content imaging, 48 h; Potency, µM (series often up to 46.1 µM), for inactives: at the top dose re-replication activation, hits mostly activators; 340,000 compounds, 1.8% hits; note: potency is the fitted concentration of half-maximal effect; % of control where 0% means no effect; nearly all actives have a fitted effect of over 55% in size
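Hoechst fluorescence of nuclei (405 nm excitation, 500-530 nm emission) measured by plate-scanning imager after 48 hr compound exposure at 37 C; re-replication scored as increased number of nuclei with elevated intensity.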
HEK293 tox – cytotoxicity in counter-screen for GLP-1R inverse agonists; HEK293 cAMP-luciferase reporter cells, luminescence, 24 h; Potency, µM (series often up to 38.3 µM), inactives show top-dose activity change, negative = inhibition, hits mostly inhibitors; 410,000 compounds, 0.13% hits;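 note: loss of luciferase light is scored as toxicity; potency is the fitted concentration of half-maximal effect; % is set by controls: 0 for no effect and ±100 for the full control effect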
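A 23 nL compound transfer followed 12 hours of cell culture at 37 deg C; exposure then lasted 24 hr. Luciferase assay detection reagent was dispensed and plates read for luminescence after a 12 min room-temperature wait.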
MCF10A rerep – induces DNA re-replication in MCF 10a normal breast cells. MCF 10A DNA re-replication, Hoechst nuclear intensity, 48 h. 350,000 compounds, 2.9% hits. Potency, µM (titrated, usually from 46.1 µM), inactives show at the top dose activity, positive = re-replication, usual class: activators; note: potency is the fitted concentration of half-maximal effect; % of control where 0% means no effect; nearly all actives have a fitted effect of over 50% in size
Starred values were filed as active, the others as inactive; i = inactive; ? = inconclusive; · = not tested or not shown; & = joins results of further samples; [ ] = remark or other dose. Unless noted, calls come from the whole dose curve; as a rule, active = well fitted curve in the direction sought with a large enough effect; inconclusive = small, poorly fitted or top-dose-only effect, or another doubt; inactive = no such curve, though single readings can be large; an effect the other way counts as inactive or inconclusive. The order is random; any-hit rate near 11%.

Start of the data: the first 2 entries, ahead of the listing:
compound,HT1080-NT tox,SW480 rerep,HEK293 tox,HT1080 IDH1KD tx,KB-3-1 tox,D3 ag,KB-V1 cytotox,MCF10A rerep,IL-1B inflam inh
COCCN1C(=O)C(=O)/C(=C(/O)c2ccc(S(=O)(=O)N3CCCCC3)cc2)C1c1ccc(O)c(OC)c1 (stereo unspecified),20.3%,-16.4%,-1.3%,8.8%,-1.4%,4.4,9.0%,8.3%,5.9
O=C(CCS(=O)(=O)c1ccccc1)N1CCN(c2ccccc2)CC1,-3.2%,?,5.3%,18.8%,5.3%,-4.8,?,-28.0%,i

Main list, repeating the preview:
compound,HT1080-NT tox,SW480 rerep,HEK293 tox,HT1080 IDH1KD tx,KB-3-1 tox,D3 ag,KB-V1 cytotox,MCF10A rerep,IL-1B inflam inh
COCCN1C(=O)C(=O)/C(=C(/O)c2ccc(S(=O)(=O)N3CCCCC3)cc2)C1c1ccc(O)c(OC)c1 (stereo unspecified),20.3%,-16.4%,-1.3%,8.8%,-1.4%,4.4,9.0%,8.3%,5.9
O=C(CCS(=O)(=O)c1ccccc1)N1CCN(c2ccccc2)CC1,-3.2%,?,5.3%,18.8%,5.3%,-4.8,?,-28.0%,i
CN1C(=S)SC(C)(C)C1NO (stereo unspecified),-4.9%[9.24 µM],0.8%,8.4%,-0.8%,-3.4%,-0.1,9.1%,-0.2%,1.9
Cc1ccccc1OCc1nc2ccccc2c(=O)n1/N=C/c1cccc([N+](=O)[O-])c1,12.9%,7.8%,-9.4%,14.8%,7.0%,4.9,9.2%,-9.0%,-19.8
O=C(Cn1ncc(Cl)c(Cl)c1=O)Nc1ccc2c(c1)OCO2,?,-2.4%,?,18.4µM*,?,-16.3,?,0.731µM*,-99.3*
O=S(=O)(c1ccc(=S)[nH]c1)N1CCOCC1,7.8%,-4.0%,-8.5%,0.8%,?,-7.2,-16.6%,-4.6%,8.1
CCN(CC)c1ccc(C=Nc2cccc(S(=O)(=O)N3CCOCC3)c2)c(O)c1,5.2%,-5.9%,-6.4%,0.8%,10.2%,6.6,?,-2.2%,-7.5
Cc1c(Cl)cccc1NC(=O)CCC(=O)NNC(=O)c1ccccc1,2.6%,·,6.5%,13.9%,10.9%,1.0,-0.1%,-2.9%,-4.7
CCN1CCN(CC(=O)Nc2cc(C)on2)CC1,1.0%,1.9%,-8.1%,16.6%,7.0%,3.0,?,-3.5%,-22.3
CCOc1ccccc1NC(=O)CN1c2cccc3cccc(c23)S1(=O)=O,3.7%[9.24 µM],-17.2%,2.6%,1.0%,4.7%,0.8,?,?,12.1
COC(=O)CNc1nc(-c2cccnc2)nc2ccccc12,-7.9%,4.0%,6.7%,-4.9%,-1.2%,-1.6,1.2%,17.1%,-2.7
COc1cc(=O)[nH]c(SCC(=O)Nc2nc3c(s2)CCCC3)n1,3.8%,-2.6%,19.8%,3.0%,11.8%,3.2,-19.1%,0.0%,43.9
CCCCCCN1C[C@H](O)[C@@H](n2cc(COC(=O)c3ccccc3)nn2)C[C@@H]1c1ccc(Cl)cc1,?,·,-6.1%,-22.5%,-19.9%,4.0,-1.1%,·,44.5
CCC(=O)N1CCN(c2ccc(NC(=O)c3cccs3)cc2)CC1,-1.6%,-12.3%,-16.3%,-6.7%,-7.3%,0.6,1.2%,-176.7%[0.0737 µM],-18.5
CNC(=S)NCCCc1ccccc1,-8.4%,-2.1%,5.8%,0.8%,10.4%,2.9,-1.8%,-1.3%,3.2
CC1C(c2ccccc2)N(C)C(c2ccccc2)CC1(O)c1ccc(F)cc1 (stereo unspecified),?,17.2%,?,?,-0.4%,-10.4,-4.8%,?,?
Cc1ccc(CCNC(=O)Cn2ncc3c([nH]c4ccccc43)c2=O)cc1,29.7%,-3.4%,-3.0%&5.9%,4.7%,1.7%&1.7%,5.3&5.0,-19.8%&10.1%,8.4%,-1.3
CC1CCC2(CC1)NC(=O)N(NC(=O)c1ccc(OC(C)C)cc1)C2=O (stereo unspecified),-12.1%,1.3%,18.7%,-7.8%,5.5%,-8.1,-0.2%,8.5%,8.2
C/C(Cl)=C/Cn1c(SC(C)C)nc2c1c(=O)[nH]c(=O)n2C,-0.1%,-2.6%,-4.1%,-1.5%,-6.8%,-3.2,?,5.4%,14.0
CCCCOc1ccc(C(=O)Nn2cnnc2)cc1,-2.1%,-13.2%,-12.9%,4.2%,7.8%,11.4,28.9%,-5.9%,1.6
CCOc1ccccc1N1CCN(C(=O)c2ccccc2)CC1,6.6%,-8.1%,-9.2%,7.8%,11.2%,-2.6,-17.2%,-1.3%,4.7
COc1ccc(NC(=O)C2CCCC2)cn1,22.8%,4.3%,3.1%,13.8%,-8.5%,-1.4,11.5%,3.8%,3.9
COc1ccc(CCNC(=O)/C=C/c2cc(OC)c(OC)c(OC)c2)cc1OC,19.3%,?,5.5%,3.8%,?,-3.4,?,-5.4%,-0.2
O=C(CSCc1ccc(Cl)cc1Cl)Nc1ccccc1C(=O)Nc1ccc(C(=O)O)cc1,?,-21.8%,-11.9%,?,-2.6%,-0.8,0.0%,2.2%,28.9
O=C1CC(Nc2cc(=O)[nH]c(=O)[nH]2)C(=O)N1c1ccccc1Cl (stereo unspecified),-2.8%,1.8%,-6.7%,8.1%,-2.3%,1.7,6.5%,1.1%,10.5

(list continues)
compound,HT1080-NT tox,SW480 rerep,HEK293 tox,HT1080 IDH1KD tx,KB-3-1 tox,D3 ag,KB-V1 cytotox,MCF10A rerep,IL-1B inflam inh
c1ccc(COCC2CCNCC2)cc1,0.7%,-5.3%,0.6%,2.6%,-1.0%,-6.7,0.0%,-2.4%,26.4
Cc1cc(NC(=O)Cn2cnc3sccc3c2=O)no1,1.7%,-4.4%,-1.2%,0.4%,-1.9%,-2.4,3.2%,-1.1%,-1.7
Cc1cc(C)n(CC(O)Cn2cnc3c2c(=O)n(C)c(=O)n3C)n1 (stereo unspecified),9.0%,-3.7%,-15.2%,2.1%,-1.0%,19.1,-2.5%,-4.5%,12.2
COCCCNCCCOc1ccc(C(C)(C)c2ccccc2)cc1,-8.7%,?,-28.3%,4.3%,2.9%,-11.0,?,15.1%,?
CCCN(CCC)S(=O)(=O)c1ccc(C(=O)Nc2cccnc2)cc1,-0.4%,-5.1%,-19.6%,0.0%,0.9%,-1.7,0.0%,-1.1%,-6.7
CS(=O)(=O)N(CC(=O)N1CCOCC1)c1ccc2c(c1)OCO2,3.6%,1.4%,5.4%,-0.6%,-3.3%,2.6,13.8%,3.2%,20.4
CCC(=O)c1cn([C@@H](CCC(OC)OC)CC(=O)OC(C)(C)C)cc1CC,12.4%,-4.5%,2.9%,8.8%,5.9%,0.9,-28.7%,2.3%,-9.3
COc1ccc(N2CCN(C(=O)CCn3c(=O)[nH]c4cc(OC)c(OC)cc4c3=O)CC2)cc1,·,·,-8.3%,·,14.4%,5.6,27.5%,·,·
COCCNC(=O)C(=O)NNS(=O)(=O)c1ccc(Cl)cc1,9.4%,-0.6%,-13.9%,22.9%,8.0%,1.1,1.6%,-0.4%,20.6
COc1cccc(N/C(SCc2ccccc2C)=C(/C#N)C(=O)NCc2cccs2)c1,-14.2%,-22.9%,14.6%,-16.5%,-18.1%,-5.4,5.17µM*,9.9%,-4.5
Cc1c[n+](CC(=O)c2ccccc2)cs1,21.0%,?,-10.3%,15.1%,-1.4%,-4.9,-1.3%,?,-1.2
O=[N+]([O-])c1cc(-c2nc3nc4ccccc4nc3n2CCc2ccccc2)cc([N+](=O)[O-])c1,0.2%,0.5%,6.1%,17.7%,-2.7%,2.6,0.0%,?,-10.5
CCOC(=O)N1CCN(C(=O)c2c(-c3ccccc3)noc2C)CC1,-12.4%,2.9%,2.4%,-2.1%,1.8%,-7.7,-20.7%,32.5%,10.2
COc1ccc(CCNC(=O)CS(=O)(=O)Cc2nc(-c3ccccc3Cl)oc2C)cc1OC,3.6%,-4.5%,-22.1%,1.7%,19.1%,5.4,25.3%,-1.6%,-4.3
COc1ccc(Oc2coc3c(CN(C)C)c(O)ccc3c2=O)cc1,8.4%,-2.3%,3.5%,0.7%,14.7%,0.2,10.3%,-1.4%,-5.2
NC(=O)Cn1nc([N+](=O)[O-])nc1Oc1ccccc1C(=O)N1CCOCC1,22.4%,-2.3%,-2.8%,20.8%,-2.2%,9.7,7.4%,0.0%,4.5
COc1ccccc1NC(=S)N1CCN(c2ccc(F)cc2)CC1,-6.4%,2.4%,2.3%,2.3%,-6.7%,1.3,-7.2%,?,-15.5
O=C(CSc1n[nH]c(-c2ccccn2)n1)Nc1ccccc1,?,?,-21.3%,20.6µM*,?,-0.4,-8.6%,6.4%,177.9
CN(CC(=O)Nc1c(Cl)cccc1Cl)C(=O)C1CC(=O)N(Cc2ccccc2)C1 (stereo unspecified),-1.1%,1.2%,8.8%,4.3%,3.4%,-6.5,-4.3%,0.8%,4.6
C/C(=C/C#N)Nc1ccc(C)cc1,7.9%,-34.4%[inhibitor][1.84 µM],4.9%,11.3%,3.1%,-3.8,16.4%,8.9%,-13.0
Cc1cc(C(=O)N(C)CC(=O)Nc2ccc(F)c(F)c2F)no1,2.6%,-2.3%,-8.0%,1.3%,15.5%,1.2,-6.6%,-15.5%,23.7
COCCn1c(=S)[nH]c2cc(C(=O)N3CCN(c4ccccc4OC)CC3)ccc2c1=O,-5.6%,-7.6%,6.0%,2.5%,-1.2%,-21.5,14.6µM*,0.2%,4.3
O=C(NCc1ccco1)c1cccc(-c2ccc3nncn3c2)c1,?,·,-3.8%,0.6%,?,-4.2,-11.8%,·,0.0
CCOCCCNC(=O)c1cccc(OC2CCN(S(C)(=O)=O)CC2)c1,-2.5%,?,-9.4%,4.2%,0.4%,11.0,-0.4%,-0.6%,9.6
Cc1ccc(C2(C)NC(=O)N(CC(=O)N3CCN(S(=O)(=O)c4cccs4)CC3)C2=O)cc1 (stereo unspecified),0.7%,-4.5%,5.5%,7.9%,2.0%,0.7,-1.6%,1.5%,14.3
